Pf Dd2 growth: P. falciparum Dd2 growth inhibition. SYBR Green, 72 h; hits give low values. activity change, % at 10 µM. 2.3% of 94,000 active. AID 1159554; in the data active means activity change below about -80%
C diff HTS: inhibitors of Clostridium difficile growth; Clostridium difficile clinical isolate growth, OD600, 24 h; hits give low values; growth activity, negative = inhibition, % at 16 µg/mL (by protocol); 0.25% of 86,000 active;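 active means mean growth activity at or below -80% and every replicate also at or below -80%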;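 further: 0% = DMSO wells and -100% = levofloxacin 16 µg/mL wells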
GASC1 inh: inhibitors of human demethylase GASC-1 KDM4C | Q9H3R0 | GST-KDM4C 2-372, H3K9me3 peptide, LANCE TR-FRET | inhibition, % at 12.5 µM | 0.15% of 96,000 active | AID 720574;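 active means mean replicate inhibition above about 25%, with at least 55% of replicates also reaching it, limit read from the data, passing the limit was not always enough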
Target sequence (Q9H3R0 2-372 limits assumed): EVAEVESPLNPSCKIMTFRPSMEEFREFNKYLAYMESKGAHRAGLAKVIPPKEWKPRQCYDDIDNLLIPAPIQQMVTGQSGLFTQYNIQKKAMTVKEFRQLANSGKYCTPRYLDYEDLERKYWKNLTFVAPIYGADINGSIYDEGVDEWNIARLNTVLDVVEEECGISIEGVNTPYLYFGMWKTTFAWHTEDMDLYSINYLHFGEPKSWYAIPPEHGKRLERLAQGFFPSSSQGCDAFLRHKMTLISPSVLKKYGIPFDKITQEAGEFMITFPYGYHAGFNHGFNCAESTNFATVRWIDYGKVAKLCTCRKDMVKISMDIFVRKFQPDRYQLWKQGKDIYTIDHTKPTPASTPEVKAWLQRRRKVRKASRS
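System – N-terminal GST-fused human GASC-1 (KDM4C) fragment, residues 2-372 · Input – enzyme final amount 10 nM · Technique – LANCE TR-FRET, Eu antibody, ULight-streptavidin, EDTA, ex 340 nm, em 618/671 nm · Medium – HEPES buffer, pH 7.5, plus ascorbate · Incubation – enzyme reaction 30 min, then detection 60 min, both room temperature · Reagent – H3K9me3 peptide with Fe(II)/2OG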
T cruzi growth: T. cruzi proliferation inhibition | T. cruzi beta-gal in NIH3T3, GalScreen luminescence, 90 h | inhibition, % at 8.34 µM | 5.9% of 77,000 active;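 active means mean inhibition above about 93%, with at least 55% of replicates each passing it, limit read from the data, passing the limit was not always enough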
Starred values were filed as active, the others as inactive; nt = no result given; & = joins results of further samples.

A first look:
SMILES | Pf Dd2 growth | C diff HTS | GASC1 inh | T cruzi growth
CC(C)NC(=O)Nc1ccc2c(c1)C(=O)N([C@H](C)CO)C[C@H](C)[C@@H](CN(C)S(=O)(=O)c1cn(C)cn1)OCCCC[C@H](C)O2 | 23 | -1 | 0.6 | -25
O=C(NCC[C@@H]1CC[C@H](NC(=O)C2CCC2)[C@@H](CO)O1)c1ccc(F)cc1 | -13 | 2 | 1.6 | nt
Cc1noc(C)c1S(=O)(=O)N(C)C[C@@H]1Oc2ccc(NC(=O)Nc3ccc(F)cc3)cc2CC(=O)N([C@@H](C)CO)C[C@@H]1C | -59 | -4 | 0.6 | 48
Cc1ccc(S(=O)(=O)N(C)C[C@@H]2OCCCC[C@@H](C)Oc3ccc(NC(=O)Nc4cccc5ccccc45)cc3C(=O)N([C@H](C)CO)C[C@H]2C)cc1 | -78 | 3 | -2.3 | nt
COc1ccc(S(=O)(=O)Nc2cccc3c2O[C@H](CN(C)S(=O)(=O)c2ccc(OC)cc2)[C@@H](C)CN([C@@H](C)CO)C3=O)cc1 | 4 | -3 | 1.3 | nt
CN(C)C(=O)c1ccc(-c2ccc3n(c2=O)C[C@H]2[C@H](CO)[C@@H](C(=O)NCCc4ccccc4)N[C@@H]32)cc1 | nt | 8 | 1.3 | 8
C[C@@H]1CN([C@H](C)CO)C(=O)Cc2cc(NC(=O)Cc3ccccc3)ccc2O[C@@H]1CN(C)S(=O)(=O)c1ccc(Cl)cc1 | -31 | 23 | -2.0 | 72
Cc1ccc(S(=O)(=O)Nc2ccc3c(c2)C(=O)N([C@H](C)CO)C[C@@H](C)[C@H](CN(C)S(=O)(=O)c2cccs2)OCCCC[C@@H](C)O3)cc1 | nt | -6 | -3.9 | nt
COc1ccc(CN(C)C[C@@H]2Oc3ccc(NC(=O)Cc4cn(C)c5ccccc45)cc3CC(=O)N([C@H](C)CO)C[C@H]2C)cc1 | -2 | -14 | 0.2 | 75
O=C(C1CCOCC1)N1CC(=O)N2[C@@H](CO)[C@H](c3ccc(C#Cc4cccc(F)c4)cc3)[C@@H]2C1 | -12 | 26 | -0.1 | nt
O=C(C[C@@H]1CC[C@@H]2[C@H](COC[C@H](O)CN2C(=O)c2cnccn2)O1)NCc1ccc(Oc2ccccc2)cc1 | 6 | 7&-2 | -1.5 | nt
Cc1noc(C)c1S(=O)(=O)Nc1ccc2c(c1)C(=O)N([C@H](C)CO)C[C@H](C)[C@@H](CN(C)Cc1ccncc1)OCCCC[C@H](C)O2 | 12 | 0 | -0.7 | -12
O=C(C[C@@H]1CC[C@H](NC(=O)Nc2ccccc2F)[C@H](CO)O1)NCc1ccc(Cl)cc1 | -7 | -4 | -1.1 | 20
O=C(C[C@H]1C[C@@H]2c3cc(NC(=O)c4cccnc4)ccc3O[C@@H]2[C@H](CO)O1)NCc1cccnc1 | 11 | nt | -4.1 | 98*

The listing, from the first entry:
SMILES | Pf Dd2 growth | C diff HTS | GASC1 inh | T cruzi growth
CC(C)NC(=O)Nc1ccc2c(c1)C(=O)N([C@H](C)CO)C[C@H](C)[C@@H](CN(C)S(=O)(=O)c1cn(C)cn1)OCCCC[C@H](C)O2 | 23 | -1 | 0.6 | -25
O=C(NCC[C@@H]1CC[C@H](NC(=O)C2CCC2)[C@@H](CO)O1)c1ccc(F)cc1 | -13 | 2 | 1.6 | nt
Cc1noc(C)c1S(=O)(=O)N(C)C[C@@H]1Oc2ccc(NC(=O)Nc3ccc(F)cc3)cc2CC(=O)N([C@@H](C)CO)C[C@@H]1C | -59 | -4 | 0.6 | 48
Cc1ccc(S(=O)(=O)N(C)C[C@@H]2OCCCC[C@@H](C)Oc3ccc(NC(=O)Nc4cccc5ccccc45)cc3C(=O)N([C@H](C)CO)C[C@H]2C)cc1 | -78 | 3 | -2.3 | nt
COc1ccc(S(=O)(=O)Nc2cccc3c2O[C@H](CN(C)S(=O)(=O)c2ccc(OC)cc2)[C@@H](C)CN([C@@H](C)CO)C3=O)cc1 | 4 | -3 | 1.3 | nt
CN(C)C(=O)c1ccc(-c2ccc3n(c2=O)C[C@H]2[C@H](CO)[C@@H](C(=O)NCCc4ccccc4)N[C@@H]32)cc1 | nt | 8 | 1.3 | 8
C[C@@H]1CN([C@H](C)CO)C(=O)Cc2cc(NC(=O)Cc3ccccc3)ccc2O[C@@H]1CN(C)S(=O)(=O)c1ccc(Cl)cc1 | -31 | 23 | -2.0 | 72
Cc1ccc(S(=O)(=O)Nc2ccc3c(c2)C(=O)N([C@H](C)CO)C[C@@H](C)[C@H](CN(C)S(=O)(=O)c2cccs2)OCCCC[C@@H](C)O3)cc1 | nt | -6 | -3.9 | nt
COc1ccc(CN(C)C[C@@H]2Oc3ccc(NC(=O)Cc4cn(C)c5ccccc45)cc3CC(=O)N([C@H](C)CO)C[C@H]2C)cc1 | -2 | -14 | 0.2 | 75
O=C(C1CCOCC1)N1CC(=O)N2[C@@H](CO)[C@H](c3ccc(C#Cc4cccc(F)c4)cc3)[C@@H]2C1 | -12 | 26 | -0.1 | nt
O=C(C[C@@H]1CC[C@@H]2[C@H](COC[C@H](O)CN2C(=O)c2cnccn2)O1)NCc1ccc(Oc2ccccc2)cc1 | 6 | 7&-2 | -1.5 | nt
Cc1noc(C)c1S(=O)(=O)Nc1ccc2c(c1)C(=O)N([C@H](C)CO)C[C@H](C)[C@@H](CN(C)Cc1ccncc1)OCCCC[C@H](C)O2 | 12 | 0 | -0.7 | -12
O=C(C[C@@H]1CC[C@H](NC(=O)Nc2ccccc2F)[C@H](CO)O1)NCc1ccc(Cl)cc1 | -7 | -4 | -1.1 | 20
O=C(C[C@H]1C[C@@H]2c3cc(NC(=O)c4cccnc4)ccc3O[C@@H]2[C@H](CO)O1)NCc1cccnc1 | 11 | nt | -4.1 | 98*
COc1ccc(CN(C)C[C@H]2Oc3ccc(NC(=O)Nc4ccccc4)cc3CC(=O)N([C@@H](C)CO)C[C@@H]2C)cc1 | -16 | -4 | 0.7 | 26
C[C@@H]1CN([C@@H](C)CO)C(=O)c2cc(C#CCc3ccccc3)cnc2O[C@H]1CN(C)Cc1ccccn1 | -74 | -19 | 8.5 | 26
O=C(Cc1ccccc1)N1C[C@@H]2[C@H](c3ccccc31)[C@@H](CO)N2C(=O)Nc1ccc(F)cc1 | 3 | -6 | 0.4 | 29
O=C(Nc1cccc(Cl)c1)N[C@H]1CC[C@@H](CCNC(=O)C2CCCC2)O[C@H]1CO | -7 | -2 | 0.1 | nt
CC(C)C#Cc1ccc([C@@H]2[C@H](C#N)N(C(=O)C3CC3)[C@H]2CO)cc1 | -1 | 4 | -3.5 | 74
C[C@H](CO)N1C[C@H](C)[C@@H](CN(C)C(=O)[C@H](C)c2ccccc2)OCc2ccccc2-c2c(n(C)c3ccccc23)C1=O | -94* | 10 | -1.6 | nt
COC(=O)C[C@H]1C[C@@H]2c3cc(NC(=O)C4CCOCC4)ccc3O[C@@H]2[C@H](CO)O1 | 19 | -4 | 1.4 | -2
COc1ccc(S(=O)(=O)N(C)C[C@H]2OCCCC[C@H](C)Oc3ccc(NS(=O)(=O)c4ccc(C)cc4)cc3C(=O)N([C@@H](C)CO)C[C@H]2C)cc1 | -82* | 1 | -3.6 | 82
Cc1noc(C)c1S(=O)(=O)Nc1ccc2c(c1)C(=O)N([C@@H](C)CO)C[C@H](C)[C@H](CN(C)C(=O)Nc1ccc(C(F)(F)F)cc1)O2 | 18 | 0 | -0.2 | 46
C[C@@H]1CN([C@H](C)CO)C(=O)Cc2cc(NC(=O)NC3CCCCC3)ccc2O[C@@H]1CN(C)Cc1ccc2c(c1)OCO2 | 8 | 0&-11 | 0.5 | nt
O=S(=O)(Cc1ccccc1)N1CCCCN2[C@H](CO)[C@H](c3ccc(-c4cccnc4)cc3)[C@H]2C1 | -44 | -7 | -1.1 | 108*
C[C@@H]1CN([C@H](C)CO)C(=O)c2ccccc2-c2ccccc2CO[C@@H]1CN(C)C | 1 | 4 | -1.2 | -27
O=C(N[C@@H]1CC[C@@H](CC(=O)N2CCc3ccccc3C2)O[C@H]1CO)C1CC1 | 13 | -3 | 12 | nt
O=C(c1ccncc1)N1C[C@@H]2[C@H](c3ccccc31)[C@@H](CO)N2Cc1ccccc1F | 10 | -1 | 0.9 | 27
CN(C)C(=O)c1cccc(-c2ccc(C3[C@@H]4CN(C(=O)CN5CCOCC5)C[C@H]3N4)cc2)c1 (some centres undefined) | 30&13 | -10&-7 | -0.8&0.0 | nt
CO[C@@H]1CN(C)C(=O)c2ccc(NC(C)=O)cc2OC[C@@H](C)N(C(=O)c2cnccn2)C[C@H]1C | nt | nt | 8.2 | 30
CN(C)CC#Cc1ccc([C@H]2[C@H](CO)N3CCCCN(C(=O)C4CCC4)C[C@@H]23)cc1 | 0 | -2 | 2.4 | 93
C[C@@H]1CN([C@@H](C)CO)C(=O)c2cccc(NC(=O)C3CCCCC3)c2O[C@H]1CN(C)Cc1ccc2c(c1)OCO2 | -41 | -11 | -0.7 | 45
CN(C)C(=O)C[C@H]1CC[C@@H]2[C@H](COC[C@H](O)CN2CC2CC2)O1 | 1 | nt | -0.6 | -11
C[C@H](CO)N1C[C@H](C)[C@@H](CN(C)Cc2ccc(Cl)c(Cl)c2)Oc2c(NC(=O)C3CCCCC3)cccc2C1=O | -42 | nt | 5.6 | 107
CCCN1[C@@H]2Cn3c(ccc(-c4ccc(F)cc4)c3=O)[C@H]1[C@@H](C(=O)NCCc1cn(C)cn1)[C@@H]2CO | 10 | -2 | 0.0 | 16
CO[C@H]1CN(C)C(=O)c2cc(NC(=O)Nc3ccc(C(F)(F)F)cc3)ccc2OC[C@H](C)NC[C@H]1C | -88* | nt | 0.2 | -16
COc1ccccc1S(=O)(=O)N1CC[C@@H]2[C@H]1c1cc(-c3ccccc3F)ccc1N(C)[C@H]2CO | 3 | 1 | -3.3 | 50
C[C@H]1CN([C@@H](C)CO)C(=O)c2cccc(NS(C)(=O)=O)c2O[C@@H]1CN(C)S(=O)(=O)c1ccc(F)cc1 | 0 | -4 | -1.1 | -70
COCCNC(=O)C[C@@H]1C[C@@H]2c3cc(NC(=O)C4CCC4)ccc3O[C@@H]2[C@@H](CO)O1 | 31 | 6 | -2.2 | nt
C[C@H]1CCCCO[C@H](CN(C)Cc2ccc(C(=O)O)cc2)[C@@H](C)CN([C@@H](C)CO)C(=O)c2cc(NC(=O)c3ccccc3)ccc2O1 | 17 | 1 | 3.2 | 27
CO[C@@H]1CN(C)C(=O)c2ccc(NS(C)(=O)=O)cc2OC[C@H](C)N(Cc2cccnc2)C[C@@H]1C | 27 | -4 | 0.7 | 0
CC(C)NC(=O)Nc1ccc2c(c1)C(=O)N([C@@H](C)CO)C[C@H](C)[C@@H](CN(C)C(=O)C1CCCCC1)OCCCC[C@@H](C)O2 | -7 | 1 | -2.6 | 25
Cc1noc(C)c1NC(=O)Nc1cccc2c1O[C@@H](CN(C)S(=O)(=O)c1cn(C)cn1)[C@H](C)CN([C@H](C)CO)C2=O | 28 | nt | 0.5 | -12
CO[C@H]1CN(C)C(=O)c2cc(NC(=O)NC(C)C)ccc2OC[C@@H](C)N(C(=O)NC(C)C)C[C@H]1C | nt | 7 | 0.9 | 27
COC(=O)C[C@H]1C[C@H]2c3cc(NS(=O)(=O)c4cccc(OC)c4)ccc3O[C@H]2[C@H](CO)O1 | 11 | -8 | 6.3 | nt
CCCNC(=O)[C@@H]1[C@@H](CO)[C@@H]2Cn3c(ccc(/C=C/c4ccccc4)c3=O)[C@H]1N2C(=O)c1ccncc1 | nt | -1 | 0.0 | 47
CNC(=O)C[C@@H]1CC[C@@H]2[C@@H](COc3ccc(NC(=O)Nc4ccccc4OC)cc3C(=O)N2C)O1 | 0 | -4 | -0.1 | 17
C[C@H](CO)N1C[C@H](C)[C@H](CN(C)C(=O)Nc2ccc(C(F)(F)F)cc2)Oc2c(NC(=O)Nc3ccccc3)cccc2C1=O | -30 | -29 | -2.3 | 57
C[C@H](CO)N1C[C@H](C)[C@H](CN(C)C(=O)c2ccncc2)Oc2cc(C#CC3CC3)ccc2S1(=O)=O | -48 | -6 | 1.1 | 103*
C[C@@H]1CCCCO[C@@H](CN(C)C(=O)NC2CCCCC2)[C@H](C)CN([C@H](C)CO)C(=O)c2cc(NC(=O)c3ccccc3)ccc2O1 | -51 | -1 | -0.9 | 82
C[C@@H]1CCCCO[C@@H](CN(C)Cc2ccc3c(c2)OCO3)[C@@H](C)CN([C@H](C)CO)C(=O)c2cc(NC(=O)C3CCCCC3)ccc2O1 | -4 | -1 | 1.0 | -11
N#C[C@H]1[C@H](c2ccc(C3=CCCCC3)cc2)[C@H](CO)N1C(=O)NC1CCCC1 | -37 | -10 | -1.5 | nt
N#C[C@@H]1[C@H](c2ccccc2C2=CCCC2)[C@H](CO)N1C(=O)CN1CCOCC1 | -18 | 0 | -0.1 | nt
O=C(c1cccc(F)c1)N1CCCCN2[C@@H](CO)[C@H](c3ccc(/C=C/c4ccccc4)cc3)[C@@H]2C1 | -12 | -29 | -1.1 | 111*
